# TDP1 cell noCPT: qHTS for Inhibitors of human tyrosyl-DNA phosphodiesterase 1 (TDP1): qHTS in cells in absence of CPT | AID 686978, 2013 | 420,000 tested, 15% active | Potency, µM (doses to about 46.2 µM), for the others: top-dose activity change, negative = growth inhibition, usual class: inhibitors | DT40 Tdp1-/- hTDP1 cells, no CPT, ATP luminescence, 48 h; further: nearly all actives have a fitted effect of over 55% in size
#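 No-CPT arm: Tdp1-/-;hTDP1 DT40 cells (400/well) plus compounds, incubated ≥48 hr at 37 °C. Readout CellTiter-Glo luminescence.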
# TDP1 inh: inhibitors of human tyrosyl-DNA phosphodiesterase TDP1; AID 485290; 350,000 tested, 0.28% active; Potency, µM (doses to about 130 µM), for the others: at the top dose activity change, negative = inhibition, hits mostly inhibitors; Q9NUW8; recombinant TDP1, AlphaScreen DNA substrate cleavage; further: nearly all actives have a fitted effect of over 40% in size
# Target sequence (Q9NUW8 whole entry, looked up): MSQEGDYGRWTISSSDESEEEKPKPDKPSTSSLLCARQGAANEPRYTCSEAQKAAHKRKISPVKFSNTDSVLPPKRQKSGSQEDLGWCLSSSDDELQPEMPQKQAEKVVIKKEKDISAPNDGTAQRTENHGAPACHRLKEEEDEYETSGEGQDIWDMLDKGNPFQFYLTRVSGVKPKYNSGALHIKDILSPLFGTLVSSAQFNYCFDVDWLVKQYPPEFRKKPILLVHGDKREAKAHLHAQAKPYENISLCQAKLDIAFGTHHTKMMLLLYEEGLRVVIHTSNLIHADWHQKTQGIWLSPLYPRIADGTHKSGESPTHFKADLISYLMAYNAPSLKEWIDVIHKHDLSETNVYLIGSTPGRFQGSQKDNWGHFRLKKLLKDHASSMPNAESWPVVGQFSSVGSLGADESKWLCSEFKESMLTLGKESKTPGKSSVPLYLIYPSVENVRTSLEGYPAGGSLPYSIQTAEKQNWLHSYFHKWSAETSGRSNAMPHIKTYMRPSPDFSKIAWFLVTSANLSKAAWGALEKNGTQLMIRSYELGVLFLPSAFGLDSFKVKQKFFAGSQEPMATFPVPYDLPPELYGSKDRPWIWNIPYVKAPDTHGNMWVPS
#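 Here, a 5' biotin and 3' phosphotyrosine-FITC DNA oligonucleotide reports Tdp1 activity: intact substrate bridges AlphaScreen beads, while cleavage leaves a 3' phosphate and drops signal. All incubations at room temperature.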
# TDP1 cell CPT: growth inhibition of DT40 Tdp1-/-;hTDP1 cells with camptothecin (screen for TDP1 inhibitors); 420,000 tested, 12% active; AID 686979; Potency, µM (top dose mostly 46.2 µM), for inactives: at the top dose activity change, negative = growth inhibition, actives largely listed as inhibitors; chicken DT40 Tdp1-/-;hTDP1 cells + 20 nM CPT, ATP luminescence, 48 h; further: nearly all actives have a fitted effect of over 55% in size
#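 Chicken DT40 Tdp1-/- cells complemented with human TDP1, 400 cells/well, exposed to compounds plus 20 nM camptothecin for at least 48 h at 37 C; viability read as ATP content by CellTiter-Glo luminescence.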
# Active calls of the source: *; ? = inconclusive; / = not tested or not shown; [ ] = dose if it differs, or a comment. The call rests on the fitted dose curve; in most records, active means well fitted curve in the direction sought with a large enough effect; inconclusive means small, poorly fitted or top-dose-only effect, or another doubt; inactive means no such curve, though single readings can be large; an effect the other way counts as inactive or inconclusive. On the % scale 0 is the no-effect control and ±100 the full control effect; potency means the concentration at half of the fitted maximal effect. Not a hit list; 18% or so of the library scored in one or more.
smiles | TDP1 cell noCPT | TDP1 inh | TDP1 cell CPT
CCC(C)C1Nc2ccc(C(=O)NCCc3ccc(OC)c(OC)c3)cc2NC1=O (stereo not given) | ? | 5.9% | 16.4µM*
CCN(CC)c1ccc(S(=O)(=O)N2CCOCC2)cc1NC(=O)COC(=O)C1=COCCO1 | ? | / | ?
COc1ccccc1C1C2=C(N=c3s/c(=C/c4cccc(OCC(=O)O)c4)c(=O)n31)c1ccccc1CC2 (stereo not given) | -9.1% | 2.6% | 2.7%
Cc1ccc(C(=O)NCC(=O)N(C)Cc2ccc(Cl)cc2Cl)s1 | ? | -5.5%[0.505 µM] | ?
Cc1ccccc1S(=O)(=O)NC(=O)C1(C)CCN1C(=O)Cc1ccc(Cl)cc1Cl (stereo not given) | 3.7% | / | -20.6%
COc1cc(OC)cc(C(=O)NCCCNC(=O)c2cccnc2)c1 | -3.9% | / | -15.7%
CC(=O)Nc1ccc(/C=C/c2ccnc3ccccc23)cc1[N+](=O)[O-] | ? | / | 1.41µM*
COc1ccccc1-c1nnc(-c2ccc(F)cc2)o1 | -26.4% | / | 7.0%
CCOC(=O)Cc1cc(=O)n2[nH]c(C(C)(C)C)cc2n1 | -11.9% | 8.2% | 25.5%
CCC(C)N1CC(C(=O)NC2CCCCC2)CC1=O (stereo not given) | -24.2% | 8.6% | -1.4%
O=C(CSc1cc(Cl)ccc1Cl)NCCCn1ccnc1 | -14.8% | 4.1%[0.0935 µM] | 4.8%
CCOC(=O)c1ccc(NC(=O)CCc2nc3cccnc3n2Cc2cccs2)cc1 | 18.4µM* | 6.4% | ?
CCCCNC(=S)NNC(=O)c1csc(C)c1C | ? | 3.5% | ?
CCOc1ccccc1N1Cc2cc(C)c(C)cc2C1 | ? | 4.3% | 25.9µM*
CCOC(=O)C1CCN(C(c2cccc(OC)c2)c2sc3nc(C)nn3c2O)CC1 (stereo not given) | -21.1% | 2.2% | -6.0%
Cc1ccc(NC(=O)CN(C)CC(=O)Nc2c(C)cccc2C)c(Br)c1 | -8.1% | 2.1% | -15.3%
O=C(Nn1cnnc1)c1ccc(Cl)c(Cl)c1 | -9.5% | / | -16.6%
CCOC(=O)c1c(C)oc2c1c1c(c3ccccc32)OCN(Cc2ccccn2)C1 | ? | 13.5% | ?
Cc1cc(NC(=O)CSc2c3c(nc4ccccc24)CCC3)no1 | ? | 4.9% | ?
Cc1sc2ncnc(OCC(=O)Nc3ccc4c(c3)OCCO4)c2c1C | -0.1% | 3.4% | 2.4%
CCOc1ccccc1CNC(=O)c1cc(-c2ccc(C)c(C)c2)nc2ccccc12 | ? | 0.0% | 20.6µM*
NC(=O)c1nc(-c2cccs2)nc2c1[nH]c(=O)n2-c1ccc(F)cc1 | ? | -3.1% | -9.0%
CC(C)(C)OC(=O)CC[C@@H](C(=O)NCCCCCCCCCCC(=O)N1CCN(C(=O)OC(C)(C)C)CC1)n1cc(CCCCCNC(=O)OC(C)(C)C)nn1 | 4.11µM* | -1.8% | 5.8µM*
O=C(COc1ccc(F)cc1Cl)Nc1cc(S(=O)(=O)N2CCOCC2)ccc1N1CCCCC1 | ? | 3.6% | ?
NC(c1ccccc1)c1csc(Nc2ccc(C(=O)c3ccccc3)cc2)n1 (stereo not given) | 18.4µM* | / | ?
CC(=NO)C1CCC2C3CCC4=CC(=NO)CCC4(C)C3C(=O)CC12C (stereo not given) | 16.4µM* | / | 13µM*
Cc1cccc(C)c1NC(=S)Nc1ccc(Cl)c(Cl)c1 | ? | 2.7% | ?
Cc1cccn2c(=O)c3cc(C(=O)NCc4ccco4)c(=N)n(CCc4ccccc4)c3nc12 | 14.6µM* | 2.5% | -96.0%
c1ccc(-c2cccc(N3CCC4(CCNCC4)CC3)c2)cc1 | 8.2µM* | / | 9.2µM*
Cc1cc(C)c(NC(=O)CN2C(=O)NC(Cc3ccccc3)C2=O)c(C)c1 (stereo not given) | ? | 3.5% | -14.1%
Cc1cccc([C@@H]2[C@@H]3C(=O)N(Cc4ccccc4)C(=O)[C@@H]3[C@]3(CC(C)C)C(=O)N(c4cccc(Br)c4)C(=O)N23)c1 | -22.9% | / | -19.9%
Cc1ncc([N+](=O)[O-])n1CC(=O)N/N=C/c1ccc(F)cc1 | 20.7% | 0.0% | -1.3%
CCOc1ccc(NC(=O)c2ccc(Br)o2)c([N+](=O)[O-])c1 | -8.8% | 0.0% | -15.2%
c1ccc(Nc2nnc(SCc3cccc4ccccc34)s2)cc1 | ? | -0.7% | ?
CCN(CC)C(=O)c1nc(-c2cccc3ccccc23)no1 | 16.4µM* | / | ?
COc1ccccc1-n1c(CNC(=O)c2cccc([N+](=O)[O-])c2C)n[nH]c1=S | -0.5% | 1.2% | 9.9%
Clc1ccc(-c2nc(-c3cnccn3)no2)cc1 | ? | 6.5% | 6.9%
Cc1ccc(S(=O)(=O)N2CCSC2)cc1C | ? | 1.0% | -29.2%
CC1CCCN(C(=O)CCc2ccccc2)C1 (stereo not given) | -6.9% | -2.2% | 7.8%
CC(C)(C)C(=O)NC(=S)Nc1ccccc1F | -12.5% | -3.1% | -8.7%

# Another view of some results above:
# Each structure is followed by: TDP1 cell noCPT | TDP1 inh | TDP1 cell CPT
Cc1cc(C)c(NC(=O)CN2C(=O)NC(Cc3ccccc3)C2=O)c(C)c1 (stereo not given)
→ ? | 3.5% | -14.1%
Cc1cccc([C@@H]2[C@@H]3C(=O)N(Cc4ccccc4)C(=O)[C@@H]3[C@]3(CC(C)C)C(=O)N(c4cccc(Br)c4)C(=O)N23)c1
→ -22.9% | / | -19.9%

# Next part
smiles | TDP1 cell noCPT | TDP1 inh | TDP1 cell CPT
Brc1ccc2oc(-c3ccn[nH]3)cc2c1 | ? | 6.8% | 12.4%
CNc1cncc(-c2ccc(OC)c(OC)c2)n1 | -60.1% | / | -56.5%
Cc1cccc(-n2c(C)cc(/C=N\NC(=O)c3cccs3)c2C)c1 | 16.4µM* | -2.7% | 18.4µM*
CC(=O)CSc1nc(-c2ccccc2)c(-c2ccccc2)o1 | 2.7% | / | -29.7%
CCOc1ccccc1NC(=O)COC(=O)/C=C/c1ccc(OC)c(OC)c1 | ? | 2.3% | ?
Cc1cccc(NC(=O)CCn2cnc3ccccc3c2=O)c1 | ? | -8.8% | ?
Cc1c(C)c2ccc(OCC(=O)NC3CCN(Cc4ccccc4)CC3)c(C)c2oc1=O | ? | 2.8% | ?
O=C(N[C@H]1CC[C@H](CC(=O)N2CCCCC2)O[C@@H]1CO)c1cccc(F)c1 | 2.5% | / | -29.4%
CCCCc1cc(=O)oc2cc(OCC(=O)N3CCC(C(N)=O)CC3)ccc12 | -26.2% | / | 3.1%
O=C(CCN1C(=O)C2CCCCC2C1=O)Nc1ccc(OC(F)F)cc1 (stereo not given) | -3.0% | 3.9% | 1.0%
COc1ccc(CCN(C)C2CCCN(S(=O)(=O)c3ccccc3)C2)cc1OC (stereo not given) | 1.6% | -15.8% | -24.7%
C/C(=N\N1CCN(C)CC1)c1ccc(Cl)c(Cl)c1 | ? | -2.5% | -1.2%
Cc1cccc(C)c1NC(=O)C1(C)CN(S(C)(=O)=O)CC(=O)N1Cc1ccco1 (stereo not given) | 9.7% | / | ?
CC[C@]12c3[nH]c4ccc(OC)cc4c3CCN1C(=O)C(CC(=O)NCc1cccc(C(F)(F)F)c1)C[C@@H]2C(=O)N1CCN(C(=O)c2ccco2)CC1 (stereo not given in full) | ? | 5.7%[56.1 µM] | ?
Cc1csc2nc(COC(=O)c3cccc(NC(=O)COc4ccc(Cl)cc4)c3)cc(=O)n12 | -0.6% | 6.2% | -4.6%
CCCNC(=O)COC(=O)/C=C/c1ccco1 | 0.7% | -2.7% | 4.8%
CCC(C)n1c(SCC(=O)Nc2ccccc2C(F)(F)F)nc2ccsc2c1=O (stereo not given) | -19.6% | -2.8% | -18.6%
O=C(CSc1ncnc2nc[nH]c12)Nc1nnc(SCc2ccc(Cl)c(Cl)c2)s1 | 18.4µM* | 0.0% | -28.4%
Cn1c(=O)oc2cc(S(=O)(=O)NCCN3CCN(c4ccccc4F)CC3)ccc21 | ? | -3.7% | -8.8%
COc1ccc(C(=O)Nc2nc3ccc(S(C)(=O)=O)cc3s2)cc1OC | -29.7% | 0.6% | 7.9%
Cc1nn(CCC(=O)N2CCN(S(=O)(=O)c3ccc(Cl)cc3)CC2)c(C)c1C | -6.8% | 3.8% | -3.9%
CNC(=O)CCCN1C(=O)c2ccccc2Sc2ncccc21 | 5.9% | / | -1.9%
COc1ccc(C(=O)Nc2cc(C)c3c(=O)oc4ccccc4c3n2)cc1 | ? | 3.3% | ?
COc1cc(C2CC(=O)N3CN(Cc4ccccc4)CSC3=C2C#N)ccc1OCc1ccccc1 (stereo not given) | -22.0% | 4.9% | -25.5%
CCN1CCN(CCCNC(=O)c2ccc3c(Cl)c4c(nc3c2)CCCC4)CC1 | 18.4µM* | 1.7% | ?
CCCC1NC(=O)c2cccnc2-n2c1nc1ccccc1c2=O (stereo not given) | 5.7% | / | ?
Cc1ccc(S(=O)(=O)Oc2ccc(N3C(=O)C4C5CCC(C5)C4C3=O)cc2)cc1 (stereo not given) | 23.1µM* | 1.2% | 4.11µM*
COc1ccc(Cl)cc1NC(=O)Cn1c(=O)n2nc(C)nc2c2ccccc21 | -14.8% | / | ?
CC(C)CCN1CCC(CN2C(=O)C(=O)NC[C@@H]2Cc2ccccc2)CC1 | -6.6% | / | 1.7%
CCOc1ncccc1C(=O)OCC(=O)Nc1cc(S(=O)(=O)N2CCCCC2)ccc1Cl | -8.6% | / | -8.3%
CN1CCN(CCCN(Cc2cccs2)C(=S)Nc2ccc(Cl)cc2)CC1 | ? | -2.6% | ?
COc1ccc2c(c1)sc(=N)n2C | 18.4µM* | 4.6% | 18.4µM*
COc1ccc(-c2nc(-c3cccc(C)c3)nc(N3CCN(C)CC3)c2C#N)cc1 | 16.4µM* | 1.0% | 14.6µM*
NC(=O)c1ccc(NC(=O)c2cncn2-c2ccccc2)cc1 | ? | / | ?
Cc1onc(-c2ccccc2)c1C(=O)OCc1nnc(-c2ccccc2)o1 | ? | -14.0% | ?
O=C(CCBr)N1CCN(C(=O)CCBr)CC1 | -19.9% | / | -34.4%
COc1ccccc1OCC(=O)NNC(=O)c1cnccn1 | ? | 3.8% | ?
COCCn1c(=NC(=O)c2ccc(S(=O)(=O)N3CCOCC3)cc2)sc2cc(S(N)(=O)=O)ccc21 | ? | 4.4% | ?
O=C(COC(=O)CCCN1C(=O)c2ccccc2C1=O)Nc1ncc(Cl)cc1Cl | 0.8% | -6.1% | -7.9%
CCOC(=O)C1=C(C)NC2=C(C(=O)C(C(=O)OCC)C(c3ccco3)C2)C1c1ccccn1 (stereo not given) | ? | 4.7% | -27.6%
COC(=O)C(NNc1ccccc1C)(NC(=O)c1ccc(F)cc1)C(F)(F)F (stereo not given) | ? | 11.0% | ?
NC(=O)c1cc(N=Nc2c(N)[nH]n(-c3c(Cl)cc(Cl)cc3Cl)c2=O)ccc1Cl | 0.1% | 2.5% | 35.1%[activator]
Cc1ccc(-c2nc3ccccc3nc2NN)cc1 | -11.5% | 5.1% | -27.8%
Brc1ccccc1OCCCCCN1CCOCC1 | ? | -5.3% | 1.8%
CC(=O)Nc1cccc(Oc2cnc3ccccc3n2)c1 | -24.0% | 4.8% | -22.5%
N#Cc1ccccc1NC(=O)c1cnc(N2CCOCC2)c2ccccc12 | ? | 5.5% | ?
Cc1cccc(C(=O)NNC(=O)c2cc3cc4ccccc4nc3s2)c1 | ? | 2.1% | ?
COc1ccc(-c2nnc(Nc3ccc(OC)c(C(N)=O)c3)c3ccccc23)cc1 | 16.4µM* | 0.4%[12.3 µM] | ?
C=CCOc1cccc(/C=C\c2nc(O)c([N+](=O)[O-])c(=O)[nH]2)c1 | -0.1% | / | -10.6%
Fc1ccccc1/C=N/N1CCN(Cc2ccccc2Cl)CC1 | ? | / | ?
O=C(Nc1ccc(Br)cc1)C1C2C=CC3(O2)C1C(=O)N(CCN1CCCCC1)C3C(=O)NC1CCCCC1 (stereo not given) | -1.0% | 4.6% | 15.9%
Cn1ccnc1SCC(=O)c1ccc(Br)cc1 | ? | 5.8% | -14.6%
CCOC(=O)c1c(NC(=O)COC(=O)CNC(=O)c2ccco2)sc(C(C)=O)c1C | -8.6% | 1.9% | -25.7%
CC1CCC(NC(=O)C2(C)Cc3ccccc3C(=O)N2Cc2ccc(F)cc2)CC1 (stereo not given) | ? | -1.0% | ?
CN1C(=O)CC(N2CCN(c3ccccn3)CC2)C1=O (stereo not given) | -6.9% | 3.1% | -12.5%
COc1ccc(S(=O)(=O)N2CCN(Cc3cccc([N+](=O)[O-])c3)CC2)cc1 | ? | / | 7.9%
Cc1cc(NC(=O)Cn2cnc3c(nnn3-c3cccc(F)c3)c2=O)no1 | -20.2% | 0.0% | -10.4%

# Assay outcomes as filed in PubChem.
